# All columns: NCI-60 one-dose screen, growth in % after 48 h at 10 µM unless noted; 100 = growth as untreated, 0 = no growth, -100 = all killed.
# TK-10: TK-10 renal cancer cells. 81,000 compounds, 3.9% hits
# ACHN: ACHN renal cancer; 81,000 compounds, 4.9% hits; AID 1794771
# OVCAR-5: OVCAR-5 ovarian cancer; 82,000 compounds, 2.9% hits; AID 1794783
# A498: A498 renal cancer cells | 76,000 compounds, 5.4% hits | AID 1794774
# CAKI-1: CAKI-1 renal cancer; 75,000 compounds, 4.7% hits; AID 1794772
# OVCAR-8: OVCAR-8 ovarian cancer | 81,000 compounds, 4.4% hits | AID 1794782
# OVCAR-3: OVCAR-3 ovarian cancer; 79,000 compounds, 7% hits
# RXF 393: RXF 393 renal cancer cells; 77,000 compounds, 6.9% hits; AID 1794773
# An asterisk follows results filed as active; . = not tested or not shown; & = joins results of further samples; [ ] = another dose, or the depositor's remark. Rule for the calls: active = growth percent below 10; inactive = the rest. These rows are one share of the data, so the mix of outcomes need not match the whole.
Molecule	TK-10	ACHN	OVCAR-5	A498	CAKI-1	OVCAR-8	OVCAR-3	RXF 393
CCN(CC)CCCC(C)Nc1ccnc2cc(Cl)cnc12 (stereo not drawn) (tested in a mixture with another compound)	118	92	99	88	87	89	96	105
O=C1CCc2ccc(OCc3cn(Cc4cc(=O)oc5c4ccc4ccccc45)nn3)cc2N1	124	85	112	137	82	43	113	71
Cn1c(=O)c2c(nc(NCc3ccccc3)n2CC(O)CN2CCN(Cc3ccccc3)CC2)n(C)c1=O (stereo not drawn)	107	104	113	102	98	112	129	103
COc1ccc(NC(=O)Cn2cccc(NC(=O)OCc3ccccc3)c2=O)cc1	98	100	96	42	99	101	114	97
FC(F)(F)c1ccc(-c2cn3nc(-c4c[nH]c5ccccc45)sc3n2)cc1	90	60	67	85	57	62	77	94
COc1cccc(/C=N/Nc2nnc3n2N=C(c2ccc(Cl)cc2)CS3)c1	90	95	97	58	84	92	91	64
CC(=O)O[C@]1(C)CC[C@H]2[C@H](CNCCc3ccccc3F)C(=O)O[C@@H]2C2=C(C)C(=O)C[C@H]21	121	96	104	70	101	103	99	101
C=C(C)[C@@H]1CC[C@]2(C(N)=O)CC[C@]3(C)[C@H](CC[C@@H]4[C@@]5(C)C/C(=C/c6cccnc6)[C@H](O)C(C)(C)[C@@H]5CC[C@]43C)[C@@H]12	32[100 µM]	9.2*[100 µM]	14[100 µM]	62[100 µM]	11[100 µM]	22[100 µM]	29[100 µM]	13[100 µM]
NS(=O)(=O)c1ccc(N=Nc2ccc(-c3nn4cc(-c5ccccc5)nc4s3)cc2)cc1	89	100	103	98	86	.	102	111
COc1ccc2nc3cc(Cl)ccc3c(N3CCN(c4nccc(Nc5ccc(Cl)cc5)n4)CC3)c2c1	56	58	91	.	46	81	49	53
Nc1c2c(=O)n3c(nc2nn1-c1ccccc1)-c1ccccc1Sc1ccccc1-3	115	100	113	120	80	104	108	102
CCN(CC)CCCC(C)NCCCNc1cccc2cccnc12 (stereo not drawn)	98	108	125	82	98	92	90	104
O=[N+]([O-])c1ccc(N/N=C/c2ccccc2)cc1	101	98	95	73	78	97	97	110
COC(c1ccccc1)(c1ccccc1)N(C)C	.	103	.	106	104	101	110	.
c1cnc2nc3c(cc2c1)oc1ccccc13	107	93	105	69	80	100	115	.

# In a second layout: results already given.
# Values in the order: TK-10	ACHN	OVCAR-5	A498	CAKI-1	OVCAR-8	OVCAR-3	RXF 393
NS(=O)(=O)c1ccc(N=Nc2ccc(-c3nn4cc(-c5ccccc5)nc4s3)cc2)cc1
 : 89	100	103	98	86	.	102	111
Cn1c(=O)c2c(nc(NCc3ccccc3)n2CC(O)CN2CCN(Cc3ccccc3)CC2)n(C)c1=O (stereo not drawn)
 : 107	104	113	102	98	112	129	103
C=C(C)[C@@H]1CC[C@]2(C(N)=O)CC[C@]3(C)[C@H](CC[C@@H]4[C@@]5(C)C/C(=C/c6cccnc6)[C@H](O)C(C)(C)[C@@H]5CC[C@]43C)[C@@H]12
 : 32[100 µM]	9.2*[100 µM]	14[100 µM]	62[100 µM]	11[100 µM]	22[100 µM]	29[100 µM]	13[100 µM]

# Continuation:
Molecule	TK-10	ACHN	OVCAR-5	A498	CAKI-1	OVCAR-8	OVCAR-3	RXF 393
CC[C@@H](C(=O)[C@H](C)[C@H](O)[C@@H](C)[C@H]1O[C@H]([C@@H](CC)C(=O)N(CC)CC)CC[C@H]1C)C1O[C@]2(C=C[C@@H](O)[C@]3(CC[C@@](C)([C@H]4CC[C@](O)(CC)[C@H](C)O4)O3)O2)[C@H](C)C[C@@H]1C (stereo partly drawn)	24	6.0*	32	14	8.8*	25	14	14
CN=C1NC(C)(C)C2CCC(C)(CC2)S1	102	107	95	89	.	98	98	105
CC/C(=C(/c1ccc(Cl)cc1)c1ccc(OCCCN(C)C)cc1)c1ccccc1	100	104	103	84	93	99	112	91
O=C(Cn1nnc(N2CCOCC2)n1)N/N=C/c1ccccc1Cl	129	114	116	81	97	90	129	117
N#Cc1c(Nc2ccc(F)cc2F)n[nH]c1-c1cccs1	126	85	105	95	83	96	95	93
CCCCCCCCCCc1ccc(C(=O)N[C@@H](CO)C(=O)N[C@H](C(=O)N[C@@H](C)C(=O)N[C@H](C(N)=O)[C@@H](C)CC)[C@@H](C)OP(=O)(O)O)cc1	98[50 µM]	111[50 µM]	108[50 µM]	108[50 µM]	98[50 µM]	108[50 µM]	105[50 µM]	127[50 µM]
COc1cccc(Cn2cc(C(=O)Nc3cccnc3Nc3ccc(O)cc3)nn2)c1	103	101	108	84	97	98	100	89
CCOC(=O)CNC(=O)c1ccccc1	109&101	100&100	97&90	119&111	86&95	102&98	129&111	87&97
Cc1nn(-c2ccc(-c3ccc(OC(F)(F)F)cc3)cc2)c2nc(Cc3ccccc3)nc(N)c12	68	17	58	94	.	33	47	78
Clc1nnc2ccc(N3CCC(c4ccccc4)CC3)nn12	57	88	83	67	53	86	.	90
c1ccc(C2=NN3C(C2)c2ccccc2OC3c2ccc3noc(-c4ccccc4)c3c2)cc1 (stereo not drawn)	127	101	104	111	86	103	.	105
CC(C)c1cccc(C(C)(C)C)n1	101	111	105	96	101	105	101	116
COc1ccc(/C=C2\Oc3cc(OCC(=O)c4ccc(C)cc4)ccc3C2=O)cc1OC	140	92	97	142	95	.	115	97
C[C@]12CCC3c4ccc(O)cc4CCC3C1C[C@@H](O)[C@@H]2O (stereo partly drawn)	.	103	104	107	104	103	128	115
COc1cc(Br)cc2cc(C(=O)CSc3nc4ccccc4c(=O)n3-c3ccccc3)c(=O)oc12	92	96	103	107	84	92	101	102
CCCCCCCC1(C)NC(=O)NC1=O (stereo not drawn)	132	101	163	103	105	104	115	.
CC1=C(C)C(=O)C(N2CCN(c3cccc(C)c3)CC2)=C(Cl)C1=O	146	100	111	117	75	94	106	131
O=C(O)CCC(=O)OC(C1CO1)C(OC(=O)CCC(=O)O)C1CO1 (stereo not drawn)	93	101	93	81	106	96	103	100
O=C1C2C3C=CC(O3)C2C(=O)N1Nc1ccccc1 (stereo not drawn)	103	103	97	68	93	105	113	119
CCOC(=O)c1ccc(O)cc1	97&110	107&97	100&106	84&88	108&91	99&106	105&107	100&123
COc1cc(C=C2C(=O)NC(=O)NC2=O)cc(CN2CCOCC2)c1O	116	105	104	104	96	108	107	106
CCc1c(Nc2ccc(Cl)c(Cl)c2)[nH]c(N)nc1=S	76	84	102	50	96	94	85	108
C=CC(c1ccccc1)c1nc2ccccc2s1 (stereo not drawn)	94	94	101	109	80	102	81	115
CC1(C)C2CC[C@]3(C)C(C(=O)C=C4[C@@H]5C[C@@](C)(C(=O)O)CC[C@]5(C)CC[C@]43C)[C@@]2(C)CC[C@@H]1O (stereo partly drawn)	99	.	.	97	88	106	105	100
O=c1c2ccccc2nc(CN2CCOCC2)n1/N=C/c1ccc([N+](=O)[O-])cc1	127	103	103	101	98	106	107	104
Cc1ccc(Cc2c[nH]c(=S)[nH]c2=O)cc1	94	87	80	95	72	97	109	92
CCOC(=O)/C(C#N)=C\c1ccc(OCC)c(OCC)c1	99	107	105	111	98	104	.	126
Cc1ccc(C(=O)CSc2nc3ccc(C)cc3c(=O)n2-c2ccccc2)cc1	120	97	107	108	93	102	118	91
Clc1ccc(SCCSc2ccc(Cl)cc2)cc1	102	112	91	81	85	111	107	108
COc1ccc(C(=O)C(O)c2ccc(OC)cc2)cc1 (stereo not drawn)	107&102	112&109	109&111	104&97	100&104	101&100	107&112	103&125
COc1ccc(/C(=C\c2ccccc2)C(=O)O)cc1OC	104	95	87	.	97	105	104	104
CS(=O)c1nc2nnc([N+](=O)[O-])c(=O)n2[nH]1 (stereo not drawn)	86	108	102	80	82	99	97	103
OCc1ncc(-c2cc(C(F)(F)F)cc(C(F)(F)F)c2)c(NC2CCCCCC2)n1	116	88	105	76	80	98	108	69
C=C(C)[C@@H]1CC[C@]2(C=O)CC[C@]3(C)[C@H](CC[C@@H]4[C@@]5(C)CCC(=O)C(C)(C)[C@@H]5CC[C@]43C)[C@@H]12	111	96	110	101	55	97	98	113
CCCCCCCCCCCNNC(=O)c1ccncc1	98	.	111	64	.	95	94	95
[O-][n+]1cccc2ccccc21	94	107	104	82	92	115	100	104
CCOC(=O)CNC(=O)CCCCSc1ncnc2nc[nH]c12	158	104	90	124	96	108	112	.
CCCCCCCCCCCCCCCc1ccc(C(=O)C[n+]2ccccc2)cc1	.	-49*	-44*	41	.	-47*	-93*	.
CCOC(=O)C1=C(O)c2ccccc2C1=O	103	93	86	94	92	93	109	96
COc1ccc(CN2C(=O)/C(=C\c3cc(OC)c(OC)c(OC)c3)c3ccccc32)cc1	25	-60*	31	53	-54*	-7.1*	-63*	-70*
O=CN1N=C(c2ccc3c(c2)OCO3)CC1c1cccc(Nc2ccnc3cc(C(F)(F)F)ccc23)c1 (stereo not drawn)	77	86	98	73	.	84	67	86
Cc1c(C(=O)NCCCc2ccccc2)sc2ncc(-c3ccc(Br)cc3)n12	135	103	107	110	101	105	112	109
O=[N+]([O-])c1ccc(-c2nc(-c3ccccc3)c(-c3ccccc3)n2-c2ccc(S(=O)(=O)Nc3ncccn3)cc2)cc1	66	50	73	79	29	54	52	.
O=C(O)C1(Nc2ccccc2)CCCC1	102&104	107&104	100&102	92	96&106	133&104	120&112	122&113
O=[N+]([O-])c1cc(OCc2ccccc2)c(OCc2ccccc2)c(OCc2ccccc2)c1	91	77	100	106	112	88	92	86

# Complete entries from above:
# Shown for CCOC(=O)C1=C(O)c2ccccc2C1=O : TK-10: 103; ACHN: 93; OVCAR-5: 86; A498: 94; CAKI-1: 92; OVCAR-8: 93; OVCAR-3: 109; RXF 393: 96
# Shown for OCc1ncc(-c2cc(C(F)(F)F)cc(C(F)(F)F)c2)c(NC2CCCCCC2)n1 : TK-10: 116; ACHN: 88; OVCAR-5: 105; A498: 76; CAKI-1: 80; OVCAR-8: 98; OVCAR-3: 108; RXF 393: 69

# The list continues.
Molecule	TK-10	ACHN	OVCAR-5	A498	CAKI-1	OVCAR-8	OVCAR-3	RXF 393
O=C1Nc2ccccc2C(c2c[nH]c3ccccc23)N1Cc1ccccc1 (stereo not drawn)	94	78	94	113	78	93	118	92
Cc1c(O)nc(N)[nH]c1=O	126	108	106	109	110	101	121	118
CCCn1c(=S)sc2c(NCc3ccc(Cl)cc3Cl)nc(C)nc21	97	98	107	109	57	100	121	95
Cc1cc(O)c([N+](=O)[O-])c(C)c1Cl	108	103	104	89	109	100	119	106
CN(C)CCCOC1(Cc2ccc(F)cc2)CCCCCC1	74	.	120	92	90	107	107	99
Cc1cn[nH]c1	91&110	110&105	101&109	107&97	103&94	105&100	119&132	120&134
CCOC(=O)c1c(C)c2c(n1C)CSCC2=O	60[100 µM]	75[100 µM]	73[100 µM]	56[100 µM]	65[100 µM]	97[100 µM]	88[100 µM]	74[100 µM]
Nc1c(C(=O)c2ccc(Cl)cc2)sc(S)c1-c1nc2ccccc2s1	139	96	101	103	93	100	104	109
COC(=O)c1ccc2c(c1)C(=O)N(CCc1ccc(S(N)(=O)=O)cc1)C2=O	93	101	97	104	91	105	101	102
COc1ccc(NCc2nnc(-c3ccc(OC)c(OC)c3)o2)cc1	124	95	105	.	86	91	107	.
C[C@@H]1O[C@H](/C=C/c2ccccc2F)[C@@H](O)[C@H]1O	100	113	113	73	96	107	124	117
CCCCCCCCCN1C(=O)/C(=c2\sc3n(c2=O)NC2C(N=3)N(CC)C(=O)N2CC)c2ccccc21 (stereo not drawn)	116	85	87	107	51	81	80	.
O=S(=O)(Nc1cccc2cc(OS(=O)(=O)c3ccccc3)ccc12)c1ccccc1	.	85	91	49	71	75	66	86
c1ccc(-c2nn[nH]n2)cc1	108	108	106	98	93	116	110	111
O=C(CCCCCCC(=O)Nc1ccc(C(=O)/C=C/c2cn(-c3ccccc3)nc2-c2ccc([N+](=O)[O-])cc2)cc1)NO	92	103	89	99	94	77	81	72
CCCCCCCCCCCCCCCCCCOP(=O)(O)OCCCCCCCCCCCCCCCCCC	106	101	97	65	103	104	113	100
N#C/C(=C\NC(=S)Nc1ccc(S(N)(=O)=O)cc1)C(=O)c1ccc2ccccc2c1	143	94	95	110	90	96	99	85
O=[N+]([O-])c1cccc(I)c1	95	110	95	.	103	106	104	106
O=[N+]([O-])c1ccc(NCc2ccccc2)nc1	104	96	108	96	86	94	105	109
COc1cc(CNC(=O)/C=C/C=C/c2ccc3c(c2)OCO3)ccc1OCc1cn(-c2cccc([N+](=O)[O-])c2)nn1	97	87	92	.	82	87	83	70
CCCCCCCCCCCCNc1ccc(S(=O)(=O)c2ccc(N)cc2)cc1	120	111	120	116	99	100	99	111
O=C(O)/C=C\C(=O)Nc1ccc(Cl)cc1Cl	92	114	109	121	89	95	109	110
CCCCC[C@H]1CC=C2C(=O)C(Cl)=C[C@@H]2CC=CCCCC(=O)O[C@@H](CCCCC)CC=C2C(=O)C(Cl)=C[C@@H]2CC=CCCCC(=O)O[C@@H](CCCCC)CC=C2C(=O)C(Cl)=C[C@@H]2CC=CCCCC(=O)O1	151[8 µM]	70[8 µM]	144[8 µM]	106[8 µM]	.	-17*[8 µM]	17[8 µM]	79[8 µM]
CCc1cccc2c3c(sc12)C(c1ccc(Cl)cc1)c1c(nc(-c2ccc(OC)cc2)[nH]c1=O)O3 (stereo not drawn)	147	88	91	74	45	89	75	67
Cc1ccc2nc(COc3ccc(C(=O)NNC(=O)Nc4ccc(Cl)c(C(F)(F)F)c4)cc3)[nH]c2c1	110	90	67	116	73	11	29	50
CCN(CC)CCOc1ccc(/C(=C(\C)Cc2ccc(Cl)cc2)c2ccc(Cl)cc2)cc1	97	97	96	85	95	51	91	74
COc1ccc(Br)cc1C1Nc2ccc3ccccc3c2C2=C1C(=O)CC(c1ccccc1)C2 (stereo not drawn)	91	82	101	81	78	82	93	78
